# Assay outcomes deposited in PubChem BioAssay by several laboratories.
# MC4R antag cAMP: MC4R antagonists of cAMP signaling, primary screen, cell-based, TR-FRET, antagonist arm of biased-ligand search; Melanocortin receptor 4 (Homo sapiens), P32245; MC4R-expressing cells, MTII-stimulated cAMP, LANCE TR-FRET; inhibition, % at 6.5 µM; 0.48% of 360,000 active; AID 540295, 2011;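 active = inhibition above its plate's cutoff, the mean of tested wells on that plate plus 3 SD, cut at about 29% in these data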;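 note: 0% = Melanotan II alone and 100% = Melanotan II plus saturating MCL0020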
#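 material = U2OS cells stably expressing human melanocortin 4 receptor (MC4R) | also added = Melanotan II challenge | dosing = single nominal compound dose of 6.5 µM | detection = TR-FRET with Eu-cAMP and labeled anti-cAMP, 671 nm | replication = singlicate | timing = compound 30 min, challenge 1 h, detection 1 h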
# MC4R barr agon: MC4R agonists recruiting beta-arrestin, primary screen, cell-based, luminescence, agonist arm of biased-ligand search | U2OS MC4R beta-arrestin complementation; percent of melanotan II response, DMSO zero | activation, % at 8.9 µM | Melanocortin receptor 4 (Homo sapiens), P32245 | 0.98% of 360,000 active | AID 540308, 2011;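 active = activation above a per-plate cutoff, the mean activation of sample wells on that plate plus 3 SD, cut at about 8% in these data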
# Cardio protect: cardioprotection against H2O2-induced cell death, primary screen, uHTS, H9c2 cells, ATPLite luminescence | H9c2 cardiomyocytes, H2O2 injury protection, 2 h | 0.63% of 360,000 active | protection from H2O2 cell death, % at 20 µM;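 active = compounds giving at least 50% protection of heart cells from peroxide-induced death in the single-dose screen, raw or plate-pattern-corrected value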;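 note: 0% = DMSO wells with peroxide and 100% = DMSO wells without peroxide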
# SRC2 inh: inhibition of GAL4-SRC2 driven luciferase reporter, primary screen, SRC2 inhibitor project, cell-based, luminescence. 0.17% of 370,000 active. HEK293 GAL4-SRC2 luciferase reporter. Nuclear receptor coactivator 2 (Homo sapiens), Q15596. inhibition, % at 9 µM;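 active = inhibition above the mean inhibition of all tested compounds plus 3 SD, set per campaign, cut at about 52% in these data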;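 note: 0% = DMSO treated cells and 100% = cells given Gossypol at 36 µM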
# ABCB6 inh 2: ABCB6 transporter inhibitors, primary screen, K562-ABCB6 cells, flow cytometry, MLPCN library. K562-ABCB6 porphyrin accumulation, 1 h; hits give low values. AID 602162, 2011. fluorescence ratio to DMSO, % at 10 µM. 0.19% of 360,000 active;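 active = fluorescence ratio to DMSO below 75%, the collection mean minus 3 SD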;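 note: signal is porphyrin accumulated inside mitochondria; 100% equals median channel fluorescence of DMSO control wells; lower ratio means ABCB6 inhibition with less porphyrin fluorescence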
# NOD2-RIPK2 inh: NOD2-RIPK2 binding disruptors in cells, primary screen, fluorescence, CHO cells, BLA complementation; Receptor-interacting serine/threonine-protein kinase 2 (Homo sapiens), O43353; CCF4 ratio; inhibition, % at 4.98 µM; 0.38% of 360,000 active; in the data active = inhibition above about 21%;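 note: 0% = vehicle only and 100% = reference blocker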
# Target sequence (O43353 whole entry, looked up): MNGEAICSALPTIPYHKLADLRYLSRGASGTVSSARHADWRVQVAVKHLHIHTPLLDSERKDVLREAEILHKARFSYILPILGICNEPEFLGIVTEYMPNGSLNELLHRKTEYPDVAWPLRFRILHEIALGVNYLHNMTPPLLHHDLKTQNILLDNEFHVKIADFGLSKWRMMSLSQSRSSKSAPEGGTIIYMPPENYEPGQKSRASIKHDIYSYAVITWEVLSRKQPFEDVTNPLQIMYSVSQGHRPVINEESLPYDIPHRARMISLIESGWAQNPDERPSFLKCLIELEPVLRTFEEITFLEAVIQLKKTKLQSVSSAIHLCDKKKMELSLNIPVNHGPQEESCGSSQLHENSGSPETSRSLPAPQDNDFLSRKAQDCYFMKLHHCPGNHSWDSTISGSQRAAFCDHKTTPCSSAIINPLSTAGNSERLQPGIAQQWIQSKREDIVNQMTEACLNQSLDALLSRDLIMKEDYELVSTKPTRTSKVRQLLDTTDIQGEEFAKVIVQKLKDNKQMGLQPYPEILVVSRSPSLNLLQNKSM
# TLR9-MyD88 inh: inhibitors of TLR9-MyD88 association in cells, primary screen, cell-based, CHO, BLA complementation, fluorescence; Toll-like receptor 9 (Homo sapiens) + Myeloid differentiation primary response protein …; CCF4 FRET ratio; inhibition, % at 4.98 µM; 0.21% of 340,000 active; AID 504734, 2011;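 active = inhibition above the mean over all tested compounds plus 3 SD, cut at about 21% in these data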;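 note: 0% = DMSO only wells and 100% = clavulanate BLA inhibitor control wells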
# N-glyco inh: increase of ERlucT glycosylation luciferase signal, primary screen, N-linked glycosylation inhibitor project, D54 ERlucT cells, luminescence, set 2; D54 ERlucT glycosylation luciferase reporter, 24 h; percent of 100 nM tunicamycin response; reporter increase, % at 12.5 µM; 0.23% of 360,000 active;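 active = mean luciferase reporter signal, scaled so untreated is 0 and the glycosylation-blocking control 100, at or above a set limit in every replicate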;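 note: luciferase carries N-glycosylation sites so blocking glycosylation raises the light; 0% = median of neutral control wells and 100% = median of 100 nM tunicamycin wells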
# HTR2A ag: mouse Htr2a agonists via beta-arrestin recruitment, primary screen, cell-based, luminescence; AID 624169, 2012; 0.66% of 360,000 active; CHO-K1 mHTR2A beta-arrestin complementation; percent of 30 µM serotonin response; activation, % at 7.6 µM;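 active = activation above a run cutoff, the mean activation of all tested compounds plus 3 SD, cut at about 14% in these data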;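 note: 0% = plate median of compound wells and 100% = 30 µM serotonin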
# Target sequence (P35363 whole entry, looked up): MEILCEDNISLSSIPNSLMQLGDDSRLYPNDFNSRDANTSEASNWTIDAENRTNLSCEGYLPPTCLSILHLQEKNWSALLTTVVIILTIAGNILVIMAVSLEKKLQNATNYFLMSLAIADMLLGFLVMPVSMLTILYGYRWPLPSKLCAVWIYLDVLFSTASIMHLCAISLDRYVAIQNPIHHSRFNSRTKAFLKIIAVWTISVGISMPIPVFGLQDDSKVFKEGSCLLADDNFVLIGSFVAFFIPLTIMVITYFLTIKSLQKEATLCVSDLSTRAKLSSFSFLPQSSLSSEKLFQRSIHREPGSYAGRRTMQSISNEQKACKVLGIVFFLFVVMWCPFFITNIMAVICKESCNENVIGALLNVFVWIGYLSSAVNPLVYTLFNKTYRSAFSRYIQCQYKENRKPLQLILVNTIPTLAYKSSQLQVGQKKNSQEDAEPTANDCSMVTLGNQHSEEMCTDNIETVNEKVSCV
# ABHD5-PLIN5 inh: ABHD5-PLIN5 interaction inhibitors, primary screen, cell lysate, split luciferase complementation, luminescence. 0.78% of 360,000 active. Split G. princeps luciferase complementation, 4 h. Perilipin-5 (Homo sapiens) + 1-acylglycerol-3-phosphate O-acyltransferase ABHD5 (Homo …. inhibition, % at 4 µM. AID 602281, 2012;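 active = inhibition above the mean inhibition across every tested compound plus 3 SD, cut at about 22% in these data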;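 note: 0% = DMSO only wells and the 100% control is not disclosed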
# * hit, by the source's call; x = no result given.
SMILES,MC4R antag cAMP,MC4R barr agon,Cardio protect,SRC2 inh,ABCB6 inh 2,NOD2-RIPK2 inh,TLR9-MyD88 inh,N-glyco inh,HTR2A ag,ABHD5-PLIN5 inh
O=C(Nc1cc(Br)ccc1F)c1nc[nH]c1C(=O)NCc1ccccc1,x,x,2,-5,98,11,x,2,-2,0
COc1cccc(CNc2ncc(-c3ccccc3)n2C)c1,3,0.7,2,-17,100,-3,4,6,-4,-2
CCOC(=O)C1=CNS(=O)(=O)NC1c1ccc(Br)cc1F (configuration not stated),2,-1.7,2,-23,98,5,5,2,10,-2
COc1ccc(CCNC(=O)c2ccc3nc(N4CCCCC4)sc3c2)cc1OC,1,-0.8,17,-41,92,-4,-1,1,0,2
Cc1csc(NC(=O)Cc2ccc(Cl)cc2)n1,3,-1.3,8,-14,96,2,0,3,6,-2
Cc1ccc(C(=O)NCCCC(=O)O)o1,-3,-1.1,3,1,99,-10,-4,0,7,-1
Cc1ccc(-c2nnc(SCC(=O)N3c4ccccc4NC(=O)C3(C)C)n2N)cc1,13,-3.4,-3,-1,93,5,1,-1,-2,-6
Cc1ccc(N2C(=O)N(CC(=O)Nc3ccccc3C)C(=O)C2C)cc1 (configuration not stated),-1,-0.2,-1,-25,101,-8,2,0,-3,-6
O=C(CSc1ncnc2c1oc1ccccc12)NC1CCCC1,-2,0.2,-7,-10,104,-1,1,-1,10,-4
COc1ccccc1CCn1cnc(-c2ccc(OC)c(OC)c2)c1C(C)C,x,x,x,6,96,2,x,x,-9,13
CN(C)C(=O)COC(=O)c1ccccc1NC(=O)c1ccco1,26,-2.7,-11,-18,798,4,-8,-1,0,-4
Cc1cccc(N2CCN(C(=O)c3noc4c3COc3ccc(C)cc3-4)CC2C)c1 (configuration not stated),-3,-0.3,-14,-12,100,-11,-9,1,-1,0
COc1ccc(CNC(=O)CN2C(=O)NC(C)(c3cccc4ccccc34)C2=O)cc1OC (configuration not stated),2,0.4,-4,-13,99,-4,10,2,4,-8
CCCNC(=O)C1(C)CCN(C(=O)c2ccccc2F)C1 (configuration not stated),7,-1.1,2,5,213,-5,x,3,3,-5
CCOc1ccc(NC(=O)N(CC(C)C)CC(C)C)cc1,-1,-1.9,2,5,93,4,0,0,2,-4
COc1ccccc1CNC(=O)CNCCc1ccc(OC)c(OC)c1,-1,-1.5,1,-19,94,-3,-1,0,3,2
CCCNc1nc2c(c(=O)[nH]c(=O)n2C)n1CCC(C)C,1,0.2,2,-33,109,-13,-10,1,1,1
O=C(Cn1nc(C(=O)O)c2ccccc2c1=O)Nc1ccc(F)cc1,20,2.2,37,-10,102,-5,-2,3,3,5
CCOc1ccc(N(CC(=O)NCc2ccc(OC)cc2)S(=O)(=O)c2c(C)noc2C)cc1,3,-0.6,-2,-6,102,6,-4,-2,0,5
O=C(/C=C/N1CCOCC1)c1ccc(-c2ccccc2)cc1,8,4.5,-2,x,97,0,-3,-2,-4,12
CCOC(=O)CC1=NN(c2ccccc2)C(=O)C1=c1sc(=C2SC(C)=C(C)N2CC)c(=O)n1CC,15,0.3,6,-3,94,-24,7,1,0,0
CCOCCCNc1ccc(-c2ccccc2)nn1,11,-1.1,-6,-21,100,-6,-1,-2,2,6
CCOC(=O)Cc1nnc(NC(=O)COc2ccc(OC)cc2)s1,-2,0.6,3,-3,98,-10,-3,0,1,-5
C=CCSC1=C(C#N)C(c2ccccc2Cl)CC(=O)N1 (configuration not stated),9,-2.5,1,14,94,-9,-12,-1,0,-13
N=c1nc(N)nc2n1NC(c1ccc(F)cc1)=CS2,9,1.5,0,-16,97,0,1,-9,2,2
COC(=O)c1ccc(C)c(NC(=O)c2ccc(Cl)c([N+](=O)[O-])c2)c1,10,-1.2,-5,0,95,-2,-19,0,3,-7
O=C(O)/C(=C\c1cccc(C(F)(F)F)c1)c1ccc(S(=O)(=O)N2CCCC2)s1,8,-1.1,1,24,99,-3,-4,2,2,5
CCn1c(SCC(=O)N/N=C/C=C\c2ccco2)nc2ccccc21,-3,-1.8,4,-5,100,4,-3,5,3,9
Cc1ccc(/C=N/NC(=O)Cn2cnc3ccccc32)cc1,5,-1.4,0,8,88,6,2,14,-4,-3
NS(=O)(=O)c1ccc(CCNC(=O)CSc2nnc3ccccn23)cc1,-2,-3.7,10,-37,96,-8,3,2,-1,1
CN(CCO)c1ccc(C(C(=O)c2ccccc2)c2ccc(N(C)CCO)cc2)cc1,1,-2.2,-1,-3,94,-14,0,2,1,6
CCN1CC(C)C(O)(c2ccccc2)CC1C (configuration not stated),5,-0.2,-4,4,92,-14,-1,2,10,3
COc1ccc(N2CCN(C(=O)c3ccc(S(=O)(=O)N4CCOCC4)cc3)CC2)cc1,12,0.5,-5,-18,97,-3,14,-1,6,6
COc1ccc(NS(=O)(=O)c2ccc3oc(SC4CCOC4=O)nc3c2)cc1 (configuration not stated),24,-2.9,-35,9,94,5,-3,-1,2,10
COC(=O)c1sccc1-n1cccc1C(=O)N1CCOCC1,20,0.6,21,-4,93,-1,-12,1,1,0
CCOc1ccc(S(=O)(=O)n2c([N+](=O)[O-])cnc2C)c(C)c1C,3,0.4,4,13,109,10,-4,0,-3,-7
Cc1ccc(NC(=O)CSC(C)c2nc3ccccc3c(=O)[nH]2)cc1 (configuration not stated),-5,-0.2,1,17,87,-12,-3,-1,0,-7
Cc1nn(CC(=O)NCC2CCCO2)c(=O)c2cc3ccccc3n12 (configuration not stated),2,0.8,1,-19,101,-3,4,-2,3,-1
COCCN(C(=O)COC(=O)CNC(=O)c1cccs1)c1c(N)n(Cc2ccccc2)c(=O)[nH]c1=O,-1,-3.8,-1,8,103,4,-10,0,0,-2
O=C(NC(=S)N1CCN(c2ccc([N+](=O)[O-])cc2)CC1)c1ccccc1,21,-2.2,-3,0,96,-1,-3,0,2,-1
O=C(O)Cn1c2ccccc2c2n[nH]c(=S)nc21,-5,1.2,1,12,103,-18,5,-2,9,-5
CCOc1ccccc1NC(=O)CSc1nc2cccnc2n1C,-7,0.4,-8,1,100,8,-3,-1,-1,4
CCOC(=O)c1c(Cc2cccc(Cl)c2)c[nH]c1C,-2,1.7,-4,-20,95,-9,4,-2,-3,0
Cc1nn(C)cc1CNC(=O)Nc1ccc(Br)cc1Cl,-2,-0.3,-2,-13,96,6,12,1,-6,0
Cc1cc(C(F)(F)F)nc(CCNC(=O)C2CCC(=O)N(Cc3cccc(F)c3)C2)n1 (configuration not stated),-8,-3.5,-5,-12,96,1,3,-2,14,5
Fc1ccccc1-c1ccc(/C=N/Nc2nc3ccccc3[nH]2)o1,16,1.2,-37,-41,123,-6,5,-4,-8,-5
Cc1ccc(C(=O)OCC(=O)N(C)C2CCS(=O)(=O)C2)cc1S(=O)(=O)N1CCOCC1 (configuration not stated),-4,-1.7,2,25,94,6,7,1,10,-18
CCOc1cc(N2CCOCC2)c(OCC)cc1NC(=O)[C@H](C)N1C(=O)C2CC=CCC2C1=O (some centres not stated),2,-0.6,0,8,99,-7,1,1,-3,-9
Cc1noc(C)c1COc1ccccc1C(=O)N(C)Cc1ccc(F)cc1,8,-2.6,-1,-3,90,-7,3,0,9,5
Cc1ccc(S(=O)(=O)Nc2ccccc2N=Cc2ccc([N+](=O)[O-])cc2[N+](=O)[O-])cc1,22,0.7,-11,-14,111,3,-8,2,-1,-18
O=C(Nc1ccc(NC(=O)C2CC2)cc1)c1cccs1,-4,-2.4,-5,-66,99,-13,-2,-2,-2,3
COCCn1c(SCc2ccc(OC)c(F)c2)nc2ccccc2c1=O,3,-0.7,-2,-7,97,0,8,-9,-6,-3
COCc1cc(C)nc(SCC(=O)Nc2cccc3cccnc23)c1C#N,-8,-0.1,1,-11,96,0,-4,-1,-6,-4
Cc1ccsc1/C=C(\C(=O)c1ccc(OC(C)C)cc1)c1nc2ccccc2o1,0,1.9,-6,26,93,5,11,1,-3,14
CSc1cccc(NC(=O)c2ccc(CN3CCc4ccccc4C3)cc2)c1,4,1.1,-7,20,93,-5,-2,-6,-12,-11
CC1CN(c2ccc([N+](=O)[O-])cc2F)CCN1C(=O)c1ccco1 (configuration not stated),2,-3.2,-8,5,99,-9,6,-3,-2,4
Cc1ccccc1NC(=O)c1cccc(C(=O)Nc2ccccc2C)n1,-3,0.7,0,18,96,-8,-5,4,0,1
COc1ccccc1CNC(=O)C1CCN(C(=O)N(C)C)CC1,9,-1.6,7,9,99,9,-6,0,-5,1
C/C(=N\NC(=O)c1cc(C)[nH]n1)c1ccc(-c2ccccc2)cc1,-4,-0.1,-5,-48,169,-2,-18,1,1,4
Cc1onc(-c2c(F)cccc2Cl)c1C(=O)Nc1nccs1,9,-1.6,2,-5,89,-6,3,-2,-2,3

# Ordered by molecular weight (low to high): three of the compounds above
SMILES,MC4R antag cAMP,MC4R barr agon,Cardio protect,SRC2 inh,ABCB6 inh 2,NOD2-RIPK2 inh,TLR9-MyD88 inh,N-glyco inh,HTR2A ag,ABHD5-PLIN5 inh
CCOCCCNc1ccc(-c2ccccc2)nn1,11,-1.1,-6,-21,100,-6,-1,-2,2,6
Cc1nn(CC(=O)NCC2CCCO2)c(=O)c2cc3ccccc3n12 (configuration not stated),2,0.8,1,-19,101,-3,4,-2,3,-1
Cc1ccc(S(=O)(=O)Nc2ccccc2N=Cc2ccc([N+](=O)[O-])cc2[N+](=O)[O-])cc1,22,0.7,-11,-14,111,3,-8,2,-1,-18

# The list continues.
SMILES,MC4R antag cAMP,MC4R barr agon,Cardio protect,SRC2 inh,ABCB6 inh 2,NOD2-RIPK2 inh,TLR9-MyD88 inh,N-glyco inh,HTR2A ag,ABHD5-PLIN5 inh
O=C(COc1ccccc1)N(Cc1ccco1)c1ccc(O)cc1,-4,-0.4,2,-4,99,-1,7,-2,7,-3
CCOC(CNc1ncnc2c1cnn2C)OCC,1,-1.1,10,0,99,-4,-1,0,4,1
CCOC(=O)c1cnn(-c2ncnc3sc(CC)cc23)c1N,6,-1.5,-2,-13,93,3,3,0,-1,-7
Clc1cc(Cl)cc(CSc2nnc(-c3sccc3-n3cccc3)o2)c1,3,0.3,-8,-5,98,-4,-4,-1,-1,-7
COc1cccc(O)c1CN1CCCC(C(=O)c2cccc(C(F)(F)F)c2)C1 (configuration not stated),0,2.2,-6,8,91,8,2,-3,-5,-1
O=C(Cn1cc([N+](=O)[O-])cn1)NCc1ccco1,-1,-1.2,6,-22,96,-14,0,1,-3,-2

# This is a subset, so the mix of outcomes need not match the whole.
